# Screening data deposited in PubChem BioAssay by several laboratories.
# KOR beta-arrestin-1: KOR antagonists, beta-arrestin recruitment, cell-based, luminescence, uHTS (AID 1778) | actives 0.091% (n = 290,000) | KOR beta-arrestin recruitment, luminescence, antagonist mode; higher % means a stronger effect | inhibition, % at 10 µM; hits with a dose series show IC50 in µM; note: strong numbers were not always called active
# NOD1 inhibition: NOD1 signaling inhibitors, primary screen, cell-based, luminescence, uHTS (AID 1578); inhibition, % at 4 µM, or EC50 in µM where a hit was titrated; actives 1% (n = 290,000); NOD1-driven NF-kB luciferase reporter cells, luminescence; higher % means a stronger effect; in the data active = inhibition mostly above about 36%, no sharp cut-off; inactive = mostly below about 34%;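 note: HEK-293T reporter cells stimulated with the NOD1 agonist gamma-tri-DAP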
# KOR beta-arrestin-2: KOR agonists, beta-arrestin recruitment, primary screen, cell-based, luminescence, uHTS (AID 1777); activation, % at 10 µM, or EC50 in µM where a hit was titrated; actives 0.02% (n = 280,000); KOR beta-arrestin recruitment, luminescence; higher % means a stronger effect; in the data active = activation above about 50%, passing the limit was not always enough; note: a part of the inactive calls stands beside numbers as strong as those of hits
# NOD2 inhibition: inhibition of NOD2-driven NF-kB reporter – cell-based, luminescence, uHTS, HEK293 (AID 1566); HEK293 NOD2/NF-kB luciferase reporter, luminescence; higher % means a stronger effect; inhibition, % at 4 µM, or EC50 in µM where a hit was titrated; actives 0.63% (n = 290,000); note: many of its hits are not listed in these tables
# M1AAP inhibition: P. falciparum M1AAP inhibitors, biochemical, fluorogenic H-Leu-NHMec substrate, 1536-well (AID 1445); one-dose inhibition, % at 30 µM; IC50 in µM for titrated hits; actives 0.42% (n = 220,000); recombinant M1AAP, H-Leu-NHMec fluorogenic kinetic assay; higher % means a stronger effect;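 active = primary inhibition above the hit cutoff, then over 50% inhibition at one or more dose response concentrations, cut at about 23% in these data, passing the limit was not always enough; inconclusive = conflicting primary data, or primary hits not chosen for dose response; inactive = low primary inhibition, or under 50% at every dose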;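 note: plate controls were DMSO full reaction for no effect and no enzyme background for full effect; strong numbers were not always called active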
# M17LAP inhibition: P. falciparum M17LAP inhibitors, primary screen, biochemical, fluorogenic H-Leu-NHMec substrate, 1536-well (AID 1619); recombinant M17LAP, H-Leu-NHMec fluorogenic kinetic assay; higher % means a stronger effect; inhibition, % at 30 µM; hits with a dose series show IC50 in µM; actives 0.38% (n = 220,000);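 active = compound inhibiting the enzyme by more than half at any dose during confirmatory dose-response retesting; inconclusive = strong single-dose inhibitors picked by rank but not retested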;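 note: plate controls were full reaction with DMSO carrier for no effect and no enzyme background for full effect; strong numbers were not always called active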
# AID2073: disruptors of CaV2.2 binding to Mint1 – biochemical, HTRF (AID 2073); HTRF protein-protein interaction, Mint1-CaV2.2; higher % means a stronger effect; one-dose inhibition, % at 20 µM; IC50 in µM for titrated hits; actives 0.19% (n = 290,000); in the data active = inhibition mostly above about 51%, no sharp cut-off; inconclusive = no clear call, values can overlap the other calls; inactive = mostly below about 53%; note: some results filed as inactive read as strong as hits
# GPR55 beta-arrestin: selective activators of receptor GPR55 – imaging, U2OS cells, beta-arrestin-GFP redistribution, primary screen (AID 1961); U2OS GPR55 beta-arrestin-GFP redistribution imaging; higher % means a stronger effect; activation, % at 10 µM, or EC50 in µM where a hit was titrated; actives 0.048% (n = 290,000);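 active = activation above 40% with more than 50 cells counted in the well; inconclusive = wells holding fewer than 50 cells, flagged as toxic or sparse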;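 note: U2OS osteosarcoma cells stably expressing GPR55 and beta-arrestin-GFP; plate controls were DMSO negative control for no effect and LPI positive control for full effect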
# Dynein cargo inh: dynein cargo transport inhibition; 3617.4 mouse cells, GR-EGFP nuclear translocation imaging; test concentration mostly 20 µM; stimulated with dexamethasone, 1 µM; stronger effect = lower value; z-score, hits read low; actives 0.47% (n = 220,000); AID 1381;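 active = plate z-score of nuclear minus cytoplasmic receptor signal below a set negative limit, without overly bright fluorescence or cell loss, cut at about -3.5 in these data, passing the limit was not always enough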;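 note: z-score of nuclear minus cytoplasmic ring GR-EGFP intensity difference per well; some compounds called inactive have numbers as strong as hits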
#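 Buffer or medium: tet-free, stripped-serum medium; Also added: dexamethasone, 1.0 µM final; Technique: high-content fluorescence imaging after fixation; Times: 48 h induction, 1 h compound, 30 min dex at 37 °C; Read-out: per-cell GR-EGFP intensity, nucleus versus surrounding cytoplasmic ring, well-averaged.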
# Dynein cargo inh cytoplasmic EGFP: also measured in Dynein cargo inh; calls as there; z-score; measured here: cytoplasmic GR-EGFP intensity; stronger effect = higher value
# Dynein cargo inh nuclear GR-EGFP: recorded beside Dynein cargo inh, whose call it bears; z-score; measured here: nuclear GR-EGFP intensity;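 lower value marks the stronger effect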
# Dynein cargo inh cell count: further read-out of Dynein cargo inh, marked with its call; z-score; measured here: cell count per field
# Numbers without * were called inactive; u = inconclusive; x = not tested or not shown; [ ] = another dose, or the depositor's remark. Cut-off read from the data, not from the text of the source, unless noted: active = inhibition above about 50%; inactive = the rest.
entry	mol	KOR beta-arrestin-1	NOD1 inhibition	KOR beta-arrestin-2	NOD2 inhibition	M1AAP inhibition	M17LAP inhibition	AID2073	GPR55 beta-arrestin	Dynein cargo inh	Dynein cargo inh cytoplasmic EGFP	Dynein cargo inh nuclear GR-EGFP	Dynein cargo inh cell count
1	Cc1c(Cl)cccc1NC(=S)NCC1COc2ccccc2O1 (centres undefined)	-15%	-27%	3.5%	-2%	8%	3%	4%	-0.7%	-0.97	-0.31	-0.26	0.51
2	COc1ccc(-c2cc(CNS(=O)(=O)c3ccc(NC(C)=O)cc3)on2)cc1	23%	-27%	-8.3%	3%	x	x	3%	-0.1%	x	x	x	x
3	COc1ccccc1NC(=S)NC(NC(=O)CC(C)C)C(Cl)(Cl)Cl (centres undefined)	9%[20 µM]	3%	0.5%	-10%	x	x	-18%	-0.1%	-1.2	-0.35	-0.48	1.3
4	Cc1ccc(-n2ncc3c2CC(C)(C)CC3NC(=O)c2ccncc2)cc1 (centres undefined)	-6%	-13%	-1.4%	22%	x	x	0%	0.3%	x	x	x	x
5	COc1ccc2cnn(CCOc3cc(C)ccc3C(C)C)c(=O)c2c1OC	39%	-10%	0.7%	-15%	-1%	0%	-6%	-0.1%	2.4	-0.12	2.7	-1.6
6	CC1(C)CCCC2=C1CC1C(=O)N(c3ccccc3)C(=O)C1C2 (centres undefined)	-10%	4%	0.1%	2%	9%	1%	1%	0.5%	0.043	-0.27	0.25	-0.77
7	O=[N+]([O-])c1cccc2ccc(/C=C/c3ccc(Cl)cc3)nc12	-23%	-17%	0.4%	-29%	8%	-5%	10%	0.6%	-0.11	-0.21	-0.28	-0.22
8	CCC(C)n1c(-c2cccs2)nc2nc3ccccc3nc21 (centres undefined)	4%	9%	-2.7%	22%	32%	-91%	3%	0.2%	-1.2	-0.16	-0.5	0.31
9	COc1ccc(S(=O)(=O)Nc2ccc(NC(C)=O)cc2)cc1	1%	-4%	-5.1%	17%	5%	-13%	-2%	-0.1%	0.38	0.35	0.44	-0.48
10	O=C(NCc1cccnc1)NC1CC(=O)N(c2ccc3c(c2)OCCO3)C1 (centres undefined)	1%	-27%	-1.1%	8%	4%	-1%	0%	-0.3%	-1.9	-0.2	-1	0.78
11	CCCCCC1CC(CC(=O)NC(=S)Nc2ccc([N+](=O)[O-])cc2)C(=O)O1 (centres undefined)	20%	-10%	-0.4%	8%	10%	20%	-4%	-0.3%	1.8	0.031	1.7	-1.5
12	CCN(CC)CCOC(=O)c1ccc(NC(=O)C(C)NC(=O)C23CC4CC(CC(C4)C2)C3)cc1 (centres undefined)	x	-15%	0.6%	6%	-1%	0%	2%	-0.4%	-1	-0.22	-0.35	0.58

# The list goes on, overlapping the part above by 7 compounds.
entry	mol	KOR beta-arrestin-1	NOD1 inhibition	KOR beta-arrestin-2	NOD2 inhibition	M1AAP inhibition	M17LAP inhibition	AID2073	GPR55 beta-arrestin	Dynein cargo inh	Dynein cargo inh cytoplasmic EGFP	Dynein cargo inh nuclear GR-EGFP	Dynein cargo inh cell count
6	CC1(C)CCCC2=C1CC1C(=O)N(c3ccccc3)C(=O)C1C2 (centres undefined)	-10%	4%	0.1%	2%	9%	1%	1%	0.5%	0.043	-0.27	0.25	-0.77
7	O=[N+]([O-])c1cccc2ccc(/C=C/c3ccc(Cl)cc3)nc12	-23%	-17%	0.4%	-29%	8%	-5%	10%	0.6%	-0.11	-0.21	-0.28	-0.22
8	CCC(C)n1c(-c2cccs2)nc2nc3ccccc3nc21 (centres undefined)	4%	9%	-2.7%	22%	32%	-91%	3%	0.2%	-1.2	-0.16	-0.5	0.31
9	COc1ccc(S(=O)(=O)Nc2ccc(NC(C)=O)cc2)cc1	1%	-4%	-5.1%	17%	5%	-13%	-2%	-0.1%	0.38	0.35	0.44	-0.48
10	O=C(NCc1cccnc1)NC1CC(=O)N(c2ccc3c(c2)OCCO3)C1 (centres undefined)	1%	-27%	-1.1%	8%	4%	-1%	0%	-0.3%	-1.9	-0.2	-1	0.78
11	CCCCCC1CC(CC(=O)NC(=S)Nc2ccc([N+](=O)[O-])cc2)C(=O)O1 (centres undefined)	20%	-10%	-0.4%	8%	10%	20%	-4%	-0.3%	1.8	0.031	1.7	-1.5
12	CCN(CC)CCOC(=O)c1ccc(NC(=O)C(C)NC(=O)C23CC4CC(CC(C4)C2)C3)cc1 (centres undefined)	x	-15%	0.6%	6%	-1%	0%	2%	-0.4%	-1	-0.22	-0.35	0.58
13	Cc1c(Cl)cccc1NS(=O)(=O)c1ccc2c(c1)C1C=CCC1C(c1ccc(C(=O)O)cc1)N2 (centres undefined)	-6%	-18%	5.9%	21%	u	48%	61%	0.1%	1.1	-0.22	0.74	-0.48
14	O=C(CSc1ccc(-c2ccccn2)nn1)c1ccc([N+](=O)[O-])cc1	-10%	25%	-2.1%	-10%	8%	11%	13%	0.1%	0.49	-0.19	0.18	0.36
15	COc1cc(/C=N/Nc2ccc(C(=O)O)cc2)cc(OC)c1OC	-8%	-1%	-2.2%	-48%	7%	25%	2%	-0.1%	-0.059	-0.18	0.39	-0.56
16	Cc1cc2cc(CNC(=O)c3ccco3)ccc2n1C	15%	-5%	-5.7%	0%	6%	0%	12%	-0.1%	-0.36	-0.75	0.14	-0.2
17	O=C(c1ccc(F)cc1)N1CCCN(c2nc(-c3ccccc3)ns2)CC1	29%	-8%	4.4%	-2%	1%	-2%	13%	0.0%	0.61	-0.19	0.74	-0.87
18	CCc1sc(C(=O)Nc2cccnc2)cc1Br	-16%	-38%	3.5%	-14%	x	x	7%	-0.2%	x	x	x	x
19	COc1ccc(S(=O)(=O)N2CCC(C(=O)NCCC(=O)Nc3cccc(OC)c3)CC2)cc1	-33%	-13%	3.3%	2%	x	x	0%	0.2%	x	x	x	x
20	Cc1ccccc1S(=O)(=O)NNC(=O)C(=O)NNc1ccccn1	4%	-25%	0.2%	-12%	1%	25%	2%	-0.3%	0.63	-0.21	0.15	-0.56
21	O=C(NCCO)c1cccc(Cl)c1	20%	6%	5.6%	10%	5%	8%	-3%	-0.2%	0.26	-0.19	0.014	0.042
22	COc1ccc(NC(=O)c2cc(S(=O)(=O)N3CCOCC3)cn2C)c(OC)c1	-2%[20 µM]	-19%	0.5%	1%	x	x	3%	0.6%	x	x	x	x
23	COc1cc(C)nc(N2CCCC(C(=O)NCC(C)C)C2)n1 (centres undefined)	-7%	-22%	-8.4%	11%	-1%	-2%	17%	0.9%	-0.58	-0.21	-0.27	1.2
24	Cc1ccc(NC(=O)CCc2c(C)nn(-c3ccc(N4CCCCC4)nn3)c2C)cc1F	-17%	-6%	1.8%	-15%	x	x	22%	-0.2%	x	x	x	x

# Compounds listed so far that have a thiophene ring, fused or not, in the order listed:
entry	mol	KOR beta-arrestin-1	NOD1 inhibition	KOR beta-arrestin-2	NOD2 inhibition	M1AAP inhibition	M17LAP inhibition	AID2073	GPR55 beta-arrestin	Dynein cargo inh	Dynein cargo inh cytoplasmic EGFP	Dynein cargo inh nuclear GR-EGFP	Dynein cargo inh cell count
8	CCC(C)n1c(-c2cccs2)nc2nc3ccccc3nc21 (centres undefined)	4%	9%	-2.7%	22%	32%	-91%	3%	0.2%	-1.2	-0.16	-0.5	0.31
18	CCc1sc(C(=O)Nc2cccnc2)cc1Br	-16%	-38%	3.5%	-14%	x	x	7%	-0.2%	x	x	x	x

# Next part:
entry	mol	KOR beta-arrestin-1	NOD1 inhibition	KOR beta-arrestin-2	NOD2 inhibition	M1AAP inhibition	M17LAP inhibition	AID2073	GPR55 beta-arrestin	Dynein cargo inh	Dynein cargo inh cytoplasmic EGFP	Dynein cargo inh nuclear GR-EGFP	Dynein cargo inh cell count
25	CCN1CCN(CC(O)COCC2COc3ccccc3O2)CC1 (centres undefined)	-3%	6%	-4.0%	10%	3%	3%	5%	-0.3%	0.06	-0.32	0.48	0.00056
26	Cc1nn(C)c(-c2n[nH]c(=S)n2-c2ccccc2)c1Cl	-29%	-41%	2.1%	-1%	1%	1%	11%	0.4%	1.6	-0.08	1.1	-1.5
27	CC(C)(C)C(=O)Nc1sc2c(c1-c1nc3ccccc3[nH]1)CCCC2	-14%	-1%	0.3%	31%	2%	-7%	25%	-0.3%	-0.26	0.012	0.14	0.71
28	COc1ccc(S(=O)(=O)n2nc(OC(=O)c3ccncc3)cc2N)cc1	-31%	-26%	-0.5%	14%	-3%	2%	-62%	-0.2%	-0.98	-0.21	-0.25	0.6
29	COc1ccc(C(C(=O)NC2CCCC2)N(C(=O)c2snc(-c3ccc(F)cc3)c2N)c2ccc(F)cc2)cc1 (centres undefined)	11%	-22%	2.0%	-1%	4%	-2%	29%	-0.1%	2.4	-0.16	2.1	-2.5
30	O=C(Nc1ccc(F)cc1)C(Sc1nc2ccccc2[nH]1)c1ccccc1 (centres undefined)	17%	-12%	-0.2%	11%	2%	2%	-5%	0.1%	0.48	-0.27	0.33	0.49
31	Nc1nnc(CC(=O)N/N=C\c2cc([N+](=O)[O-])ccc2O)s1	2%	-12%	-0.1%	4%	u	14%	0%	-0.1%	0.24	-0.25	0.11	0.056
32	C/C(=N/Nc1ncc(Br)cn1)c1ccc(Br)cc1	-52%	-35%	-3.1%	-10%	x	x	12%	-0.3%	x	x	x	x
33	Cc1cccc(NC(=O)N2CCCC2C(=O)NCc2ccccc2)c1 (centres undefined)	-10%[20 µM]	20%	-0.3%	-16%	x	x	11%	-0.1%	x	x	x	x
34	COCc1cc(C)nc(SCC(=O)Nc2cccc(C)c2)c1C#N	-28%	10%	11%	5%	4%	22%	5%	-0.1%	1.7	-0.21	1.2	-0.6
35	Cc1ccc2cc(/C=N/NC(=O)c3ccccc3[N+](=O)[O-])c(Cl)nc2c1	-36%	-32%	-4.9%	-1%	3%	-26%	6%	-0.3%	0.25	-0.29	0.37	-0.78
36	Cc1ccsc1C(=O)NNC(=O)C1CC=CCC1C(=O)O (centres undefined)	-2%	-25%	2.4%	10%	-6%	28%	-2%	0.3%	0.41	-0.23	-0.12	0.023
37	O=C1CC(c2ccc(Cl)cc2)CC(O)=C1C=NCCO (centres undefined)	1%	1%	-2.0%	-2%	x	x	-8%	-0.1%	x	x	x	x

# Some of the compounds tested; the hit share may differ from the screen's.
